# Autophagy mod: autophagy modulators in MEF cells, primary screen, imaging, high-content, MEF GFP-LC3; calls only at 10 µM (by protocol); AID 463193, 2010; actives 0.98% (n = 190,000); MEF GFP-LC3 puncta imaging; test concentration mostly 10 µM;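 active = percentage of spot-positive cells more than 3 SD above its plate mean, without a fluorescence outlier flag or 80% toxicity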;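 also: spot-positive cell cutoff set from DMSO-treated cells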
# AID2073: inhibitors of Mint1-CaV2.2 protein interaction, biochemical, HTRF (AID 2073); Voltage-dependent N-type calcium channel subunit alpha-1B (Homo sapiens); HTRF protein-protein interaction, Mint1-CaV2.2; higher % means a stronger effect; one-dose inhibition, % at 20 µM; IC50 in µM for titrated hits; actives 0.19% (n = 290,000); in the data active = inhibition mostly above about 51%, no sharp cut-off; also: some results filed as inactive read as strong as hits
# Yfh1-off respiration: enhancers of respiration in Yfh1-depleted yeast, dose response, Friedreich's ataxia, plus single-dose screen (AID 1465) | S. cerevisiae Yfh1-off respiration, WST-1 reduction, 72 h; higher fold induction means a stronger effect | fold induction at 50 µM; hits with a dose series show EC50 in µM | actives 0.074% (n = 220,000);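 active = fold induction of absorbance versus untreated yeast above a set limit, then at least 30% activation at any dose in follow-up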;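 also: activators that raise dye reduction in frataxin-depleted yeast; strong numbers were not always called active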
# HIV peptide binding: inhibitors of HIV fusion peptide binding, primary screen, biochemical, uHTS, fluorescence dequenching (AID 1986); cell-free peptide binding, fluorescence dequenching, 30 min; higher % means a stronger effect; one-dose inhibition, % at 20 µM; IC50 in µM for titrated hits; actives 0.3% (n = 290,000); in the data active = inhibition mostly above about 52%, no sharp cut-off; inactive = mostly below about 76%; also: some results filed as inactive read as strong as hits
# Dynein transport: inhibitors of GR-EGFP nuclear translocation, primary screen, dynein cargo transport inhibitor project, imaging, high-content, 3617.4 mouse cells; AID 1381, 2008; z-score, hits read low; actives 0.47% (n = 220,000); test concentration mostly 20 µM; stimulated with dexamethasone, 1 µM; active compounds read low;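 active = plate z-score of nuclear minus cytoplasmic receptor signal below a set negative limit, without overly bright fluorescence or cell loss, cut at about -3.5 in these data, passing the limit was not always enough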;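 also: z-score of nuclear minus cytoplasmic ring GR-EGFP intensity difference per well; some compounds called inactive have numbers as strong as hits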
#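 Schedule: 48 h induction, then 1 h compound, then 30 min agonist, 37 °C. Buffer or medium: tetracycline-free induction medium containing charcoal-stripped FBS. Reagent: 1.0 µM final dexamethasone stimulus. Evaluation: nuclear versus cytoplasmic GR-EGFP signal, averaged per well. Signal: high-content fluorescence imaging after fixation.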
# Insulin prom up: insulin promoter activators in MIN6 cells, imaging, high-content screening, mouse beta cells | MIN6 insulin promoter-GFP reporter; active compounds read high | z-score at 5 µM | actives 0.3% (n = 190,000) | AID 1625, 2009;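 active = z-score above 3 at 5 µM with at least 500 cells counted in the well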
# WT yeast gro inh: growth inhibition of WT strain, primary screen, mitochondrial fusion inhibitor project, WT and mutant strains, chemical genetic | mitochondrial fusion phenotypic screen | inhibition, % at 10 µM | actives 2.1% (n = 190,000) | AID 1362, 2008; in the data active = inhibition above about 58%; tested in S. cerevisiae
# MT stabilize HCS: microtubule stabilizers in HeLa cells, primary screen, imaging, high-content imaging; HeLa tubulin immunostaining HCS, 24 h; share of cells brighter than vehicle mean+2SD; AID 2205, 2009; % tubulin-high responders, % at 10 µM; actives 0.83% (n = 200,000);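 active = plate Z-score above 3 for both tubulin-high and condensed-nucleus cell shares, with cell loss under 80%, at 10 µM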;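 also: anti alpha tubulin signal scored within the nucleus-defined area of each cell; some results filed as inactive read as strong as hits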
# b-catenin transl: modulators of beta-catenin nuclear translocation, primary screen, imaging, HeLa cells, immunofluorescence, high-content; nuclear translocation activity, % at 5 µM; actives 0.3% (n = 190,000); AID 1665, 2009;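 active = nuclear translocation activity above 50% at 5 µM, with a well cell count of 50 or more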;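 also: per-cell ratio of nuclear to cytoplasmic median beta-catenin stain intensity; plate controls were DMSO negative control for no effect and GSK-3 inhibitor IX positive control for full effect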
#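 Test system: human HeLa cells, endogenous beta-catenin. Times: 24 h compound exposure, 37°C. Measured by: beta-catenin immunofluorescence imaging with DAPI.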
# WT yeast gro inh mutant strain: recorded beside WT yeast gro inh, whose call it bears; inhibition, %; mitochondrial fusion phenotypic screen, mutant strain inhibition
# Dynein transport cytoplasmic EGFP: also measured in Dynein transport; calls as there; z-score; measured here: cytoplasmic GR-EGFP intensity; active compounds read high
# Dynein transport nuclear GR-EGFP: second read-out of Dynein transport, no call of its own (marks repeat the call); z-score; measured here: nuclear GR-EGFP intensity;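 lower value marks the stronger effect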
# Dynein transport cell count: recorded beside Dynein transport, whose call it bears; z-score; measured here: cell count per field
# Insulin prom up cell count: further read-out of Insulin prom up, marked with its call; cell count; measured here: cytotoxicity, nuclei count;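 total cells summed across four imaged fields per well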
# b-catenin transl cell count 5 µM: recorded beside b-catenin transl, whose call it bears; cell count; measured here: cell count, cytotoxicity flag
# MT stabilize HCS Hoechst-high %: recorded beside MT stabilize HCS, whose call it bears; % Hoechst-high responders; measured here: nuclear condensation Hoechst responders;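 share of cells brighter than vehicle mean plus two SD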
# MT stabilize HCS cytotoxicity %: also measured in MT stabilize HCS; calls as there; toxicity, %; measured here: cytotoxicity by cell density;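 0% = mean cell density of plate MIN control wells and 100% = no cells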
# Autophagy mod cell loss 18 h: second read-out of Autophagy mod, no call of its own (marks repeat the call); toxicity, %; measured here: cell loss, nuclei count;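 cell loss after 18 h compound exposure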
# The depositor's hits bear a star; i = inactive; . = not tested or not shown; + = active, no number. This is a random part of the collection. About 4.2% of those tested had a hit in this group.
SMILES,Autophagy mod,Autophagy mod cell loss 18 h,AID2073,Yfh1-off respiration,HIV peptide binding,Dynein transport,Dynein transport cytoplasmic EGFP,Dynein transport nuclear GR-EGFP,Dynein transport cell count,Insulin prom up,Insulin prom up cell count,WT yeast gro inh,WT yeast gro inh mutant strain,MT stabilize HCS,MT stabilize HCS Hoechst-high %,MT stabilize HCS cytotoxicity %,b-catenin transl,b-catenin transl cell count 5 µM
Cc1[nH]nc(N2CCCCC2)c1[N+](=O)[O-],i,29.5,-6.9%,i,1.4%,-0.764,-0.247,-0.225,0.558,0.55,1875,-15.1,1.2,2.2,1.2,4.3,2.0,1040
CCC(c1nnc(SCC(=O)Nc2ccc(Cl)cc2C(F)(F)F)n1C1CCCCC1)N(C)C (stereo not drawn),i,14.5,3.6%,i,-1.1%,0.587,-0.209,0.102,0.143,1.15,1514,8.6,-2.5,7.2,2.6,10.3,0.3,1101
CNC(=O)c1ncnnc1N(C)C(=O)NCc1ccccc1,i,4.9,11.1%,i,-2.3%,1.4,0.00553,1.23,-0.43,-0.83,1584,4.1,-11.6,2.4,3.6,8.5,0.4,1418
CC1=C(OC(=O)c2ccccc2)C(C)(C)C(c2ccccc2)OC1=O (stereo not drawn),i,-0.3,-0.1%,i,3.8%,0.327,0.159,-0.0453,0.341,0,1019,8.6,-25.5,1.3,0.9,6.3,.,.
CC1=CC(C)(C)N(S(=O)(=O)c2ccc(C)cc2)c2ccccc21,i,55.8,-2.7%,i,3.1%,-0.399,-0.325,-0.00738,0.433,-1.62,609,45.8,24.6,12.0,48.5,36.5,.,.
CCc1c(C)nc(SCC(=O)CC(=O)OC(C)C)c(C#N)c1C,i,27.2,1.3%,i,2.7%,0.398,-0.286,0.322,0.726,-0.03,850,10.7,5.7,2.6,3.9,12.6,-5.3,1178
COc1ccc2[nH]c(=O)c(CN(Cc3cccnc3)C(=S)NCC3CCCO3)cc2c1 (stereo not drawn),i,5.1,-10.2%,i,1.2%,0.893,-0.277,0.652,-0.797,-0.46,1559,-8.8,-12.4,1.4,2.3,9.2,-0.3,1081
COCCNC(=O)CSc1nnc(-c2ccccc2F)n1Cc1ccccc1,i,-11.9,-1.9%,i,-2.2%,-0.673,-0.372,-0.383,1.17,.,.,-19.0,-11.6,3.1,1.8,9.5,0.8,1480
O=C(CSc1nnc(-c2ccco2)o1)NC1CC2CCC1C2 (stereo not drawn),i,3.8,-5.3%,i,1.5%,-0.042,-0.245,-0.213,-2.76,-0.15,1206,-4.0,12.9,3.4,1.9,3.3,0.8,1083
Cc1onc(-c2ccccc2Cl)c1C(=O)c1ccccc1,.,.,-8.7%,i,-0.9%,0.388,-0.19,-0.0118,-0.0595,0.01,1112,.,.,.,.,.,1.3,1272
CC(=O)O[C@@H]1C[C@H]2C(C)(C)C(=O)C=C[C@]2(C)[C@H]2CC[C@@]3(C)[C@H](c4ccoc4)OC(=O)[C@H]4O[C@]43[C@@]21C,i,-0.5,8.7%,i,0.2%,-3.86*,0.569*,-1.47*,0.756*,.,.,4.6,-18.5,14.8,9.3,24.5,.,.
CC(C)(C)CC(C)(C)NCC(O)COc1c(F)cc(Br)cc1F (stereo not drawn),i,2.0,0.0%,i,30.7%,-1.49,0.175,-0.794,-1.55,-0.79,861,27.0,42.3,1.6,1.6,15.4,.,.
Cc1nc(C)c(CCNC(=O)c2cccc(Cl)c2)s1,i,-11.1,5.0%,i,0.4%,-0.587,-0.246,-0.0181,0.521,-0.23,1435,-2.7,-7.1,3.0,3.8,5.7,0.6,1095
CC(=O)Nc1ccc(OCC(O)Cn2c(C(C)C)nc3ccccc32)cc1 (stereo not drawn),i,-5.0,2.3%,i,1.3%,0.0883,-0.354,-0.287,0.323,-0.56,1448,-5.5,-5.9,1.7,0.9,6.7,-0.3,1483
Cc1ccc(C(=O)/C=C/c2ccc3c(c2)OCO3)o1,i,20.7,2.2%,i,5.8%,-1.92,-0.0221,-1.21,-0.724,-0.26,1823,5.2,13.9,3.4,1.9,5.0,3.0,1065
COc1ccccc1NC(=O)COC(=O)C1CC1,i,2.2,-1.0%,i,0.2%,0.35,-0.032,0.45,0.0302,-0.37,1339,-9.9,-5.0,4.8,3.1,9.6,-2.6,1119
CCSCCOC(=O)C1=C(C)NC(=O)NC1c1ccccc1 (stereo not drawn),i,-2.0,2.4%,i,-0.6%,0.966,-0.0151,0.949,-1.31,-1.36,983,13.5,9.7,1.8,3.2,6.3,-6.5,1109
COc1cc(C(c2c(C)[nH][nH]c2=O)c2c(C)[nH][nH]c2=O)cc(OC)c1OC,+,-10.8*,-10.6%,i,0.3%,1.72,-0.0424,1.53,-1.3,-0.64,1379,7.3,6.1,1.7,0.7,2.3,1.7,1051
CC(C)(C)c1csc(NNC(=O)c2ccc(Cl)cc2)n1,.,.,-31.4%,i,-1.1%,-0.983,-0.25,-0.0932,0.82,-0.48,1177,.,.,.,.,.,-0.3,1339
CNc1nc(Sc2ccc(C)cc2)cc(C(F)(F)F)n1,i,-2.8,-8.0%,i,-0.8%,-0.845,0.115,-0.471,0.712,-0.71,1601,20.4,-0.8,2.2,1.4,4.8,4.1,1253
CCOC(=O)NN1C(=O)c2ccccc2NC1c1ccc(N(C)C)cc1 (stereo not drawn),i,3.7,4.4%,i,-0.5%,0.179,-0.236,0.176,0.278,-0.38,1379,-1.5,8.1,1.9,3.0,8.0,1.0,1075
CN(C)CCCOc1cccc(Oc2ccccc2)c1,i,0.1,-6.6%,i,-0.8%,-1.23,1.96,0.0678,0.354,0.11,1300,-14.3,-7.0,4.1,3.0,8.3,-0.7,583
Cn1nc(C(F)(F)F)c(-c2ccccc2)c1NC(=O)CSCC(=O)O,.,.,8.0%,i,-0.9%,-0.195,-0.311,-0.316,1.43,-0.13,1401,.,.,.,.,.,-1.5,1116
CC1CCCN(C(=O)c2ccccc2OC2CCN(S(C)(=O)=O)CC2)C1 (stereo not drawn),i,-17.4,6.9%,i,-0.4%,1.46,-0.186,1.36,-1.34,.,.,5.6,3.1,2.3,2.0,10.6,-0.8,931
Cc1ccc(S(=O)(=O)NNC(=O)CCC(=O)Nc2ccccc2)cc1,i,9.3,2.1%,i,-1.7%,-0.692,-0.196,-0.445,0.0266,.,.,-2.7,-4.6,3.1,1.6,5.8,.,.

# More results.
SMILES,Autophagy mod,Autophagy mod cell loss 18 h,AID2073,Yfh1-off respiration,HIV peptide binding,Dynein transport,Dynein transport cytoplasmic EGFP,Dynein transport nuclear GR-EGFP,Dynein transport cell count,Insulin prom up,Insulin prom up cell count,WT yeast gro inh,WT yeast gro inh mutant strain,MT stabilize HCS,MT stabilize HCS Hoechst-high %,MT stabilize HCS cytotoxicity %,b-catenin transl,b-catenin transl cell count 5 µM
CCOc1ccc(NC(=O)NCc2cccnc2)cc1,i,16.0,-3.8%,i,1.1%,-0.302,-0.302,-0.34,0.976,-0.58,1384,-0.5,7.4,6.1,2.1,7.6,-1.3,958
O=C(NC1CCCCCC1)C1CCN(S(=O)(=O)c2ccccc2)CC1,i,1.0,0.1%,i,1.4%,0.318,-0.148,0.702,-0.691,-0.17,1130,-0.8,-17.5,2.4,0.3,59.6,.,.
O=C(/C=C/c1ccc(F)cc1)Nc1cc(S(=O)(=O)N2CCOCC2)ccc1N1CCCC1,i,0.6,7.0%,i,3.0%,-2.92,-0.139,-1.05,-0.559,-0.87,1323,-9.3,10.2,6.2,3.1,7.2,-0.7,1157
O=C(/C=C/c1ccncc1)c1ccc2c(c1)OCCO2,i,-4.0,-6.0%,i,-0.8%,-5.44*,1.41*,-2.9*,1.49*,0.05,1346,1.1,-1.9,3.2,1.8,14.1,1.2,1058
CC12CN3CC(C)(CN(C1)C3c1ccc3ccccc3c1O)C2=O (stereo not drawn),i,34.0,-5.0%,i,4.1%,2.69,1.27,2.53,-3.23,-0.13,1416,8.3,19.8,4.9,2.7,10.6,-3.5,808
O=[N+]([O-])c1ccc(CSc2nnc3ccccn23)cc1,i,0.9,-5.9%,i,-1.4%,1.35,-0.227,2.02,-1.36,1.6,1199,-9.0,-1.6,2.7,4.3,4.3,-6.5,1112
CC(C)Cn1c2c(c(O)c(C(=O)Nc3nccs3)c1=O)CCCC2,i,20.6,6.3%,.,0.3%,-1.05,-0.0888,-0.492,0.143,0.13,1180,35.4,-19.4,3.2,1.7,5.3,-2.2,1157
Nc1nnnn1CC(=O)OCc1cccc(Br)c1,i,-4.5,-0.8%,i,0.5%,1.71,-0.131,1.94,-1.08,0.39,1238,4.0,3.3,2.7,2.3,9.2,-4.1,1166
O=c1c2ccccc2cnn1-c1nc2ccccc2[nH]1,i,-2.3,23.3%,i,-0.4%,-0.304,-0.169,-0.226,0.174,-0.66,1200,86.0*,85.1*,2.0,3.0,2.1,-1.7,1044
O=C(COc1ccccc1)Nc1ccccc1C(=O)NCc1ccco1,i,10.7,-0.9%,i,-0.6%,1.39,-0.321,0.575,-0.334,0.52,1026,-42.6,12.1,3.8,2.7,9.8,-1.3,1246
O=C(NCc1ccccc1)C1=C[C@H](C2CCCCC2)C[C@H](OCc2ccc(CO)cc2)O1,i,20.6,4.1%,i,2.0%,3.68,-0.107,2.72,-1.77,-0.49,1367,41.1,4.3,3.6,1.4,9.0,0.1,1150
CCC(=O)Nc1ccc(Cl)c(NC(=S)NC(=O)c2ccco2)c1,i,13.4,-4.3%,i,-1.5%,0.0553,0.0736,0.275,0.134,0.25,1372,-11.8,13.4,4.9,3.0,9.6,-0.8,1205

# Compound activity: PubChem, several laboratories
